# phage Ecoli inh: E. coli growth loss with phage present; AID 651602; inhibition, % at 11.9 µM; 360,000 compounds, 0.26% hits; growth absorbance; in the data active = inhibition above about 11%
# DAGLB inh: diacylglycerol lipase beta (human) inhibition; Q8NCG7; HEK293T DAGLB membrane lysate, EnzChek fluorogenic substrate; inhibition, % at 5.17 µM; 340,000 compounds, 0.059% hits; in the data active = inhibition above about 34%;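 also: 0% = enzyme with vehicle and 100% = wells lacking enzyme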
# Target sequence (Q8NCG7 whole entry, looked up): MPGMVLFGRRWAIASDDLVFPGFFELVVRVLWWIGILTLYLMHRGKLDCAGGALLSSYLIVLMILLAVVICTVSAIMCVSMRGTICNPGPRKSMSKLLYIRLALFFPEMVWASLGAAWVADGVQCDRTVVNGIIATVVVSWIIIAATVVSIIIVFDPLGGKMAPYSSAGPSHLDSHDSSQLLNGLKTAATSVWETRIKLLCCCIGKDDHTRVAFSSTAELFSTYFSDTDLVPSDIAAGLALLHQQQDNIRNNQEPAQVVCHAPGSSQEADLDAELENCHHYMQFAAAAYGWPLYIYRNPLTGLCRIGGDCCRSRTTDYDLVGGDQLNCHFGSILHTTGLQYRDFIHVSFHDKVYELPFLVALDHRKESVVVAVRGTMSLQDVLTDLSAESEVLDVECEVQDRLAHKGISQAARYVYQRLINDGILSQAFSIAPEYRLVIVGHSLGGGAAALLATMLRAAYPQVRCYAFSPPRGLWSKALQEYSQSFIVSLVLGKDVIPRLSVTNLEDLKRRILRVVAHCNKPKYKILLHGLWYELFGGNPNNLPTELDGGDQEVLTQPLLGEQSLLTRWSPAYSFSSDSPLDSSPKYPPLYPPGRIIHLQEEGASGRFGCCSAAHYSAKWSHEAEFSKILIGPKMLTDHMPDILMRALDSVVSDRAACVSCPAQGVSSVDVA
# Tat export inh: inhibitors of E. coli Tat protein transport; AID 488895; E. coli MC4100 TorA-mCherry Tat export, fluorescence; 340,000 compounds, 0.036% hits; inhibition, % at 10 µM;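 active = mean replicate inhibition at least 50% and at least half of replicates individually reaching 50%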;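 also: exported cargo escapes ClpAP degradation while cytoplasmic cargo is degraded and loses fluorescence; 0% = median of neutral control wells and 100% = median of NaSCN control wells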
# Rtt109 HAT inh: inhibitors of Candida albicans Rtt109/Vps75 histone acetyltransferase; Q5AAJ8; purified Rtt109/Vps75, ThioGlo CoA-SH fluorescence, 4 h; inhibition, % at 34.9 µM; 330,000 compounds, 0.16% hits; AID 540336;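 active = inhibition of at least 50% in every replicate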
# Target sequence (Q5AAJ8 whole entry, looked up): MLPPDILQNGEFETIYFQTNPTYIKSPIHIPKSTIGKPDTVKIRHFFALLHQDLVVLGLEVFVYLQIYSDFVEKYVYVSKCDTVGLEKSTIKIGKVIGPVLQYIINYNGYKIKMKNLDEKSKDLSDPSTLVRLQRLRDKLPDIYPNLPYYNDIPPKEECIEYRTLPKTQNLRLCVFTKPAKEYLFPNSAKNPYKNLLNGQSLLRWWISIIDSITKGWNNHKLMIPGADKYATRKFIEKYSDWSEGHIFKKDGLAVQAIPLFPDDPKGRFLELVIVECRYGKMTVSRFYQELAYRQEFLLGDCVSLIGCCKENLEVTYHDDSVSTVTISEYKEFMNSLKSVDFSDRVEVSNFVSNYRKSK
# PvdQ acylase: blocks Pseudomonas aeruginosa PvdQ acylase activity | inhibition, % at 10 µM | purified PvdQ acylase, fluorescence plate reader | 340,000 compounds, 0.063% hits; in the data active = inhibition above about 30%, passing the limit was not always enough;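 also: 0% = vehicle neutral wells and 100% = reference inhibitor wells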
# PfHsp90 set2: reduces growth (ATP signal) of yeast expressing P. falciparum Hsp90; S. cerevisiae expressing PfHsp90, BacTiter-Glo ATP, 48 h; yeast lacking PDR1 and PDR3 efflux regulators; inhibition, % at 9.4 µM; 310,000 compounds, 0.32% hits;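 active = every replicate shows inhibition above about 80%, whatever the replicate mean, limit read from the data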;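 also: 0% = DMSO neutral controls and 100% = 20 µM radicicol positive controls; yeast relying on Plasmodium falciparum Hsp90 in place of its own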
# Ecoli viability: reduces bacterial viability in AddAB counter-screen | E. coli V3065 growth, OD600 absorbance, 18 h | inhibition, % at 11.9 µM | 330,000 compounds, 0.27% hits | AID 449728;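 active = inhibition above the campaign's mean inhibition across all tested compounds plus 3 SD, cut at about 9.9% in these data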;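 also: uninfected addAB+ strain grown without phage in ampicillin broth; 0% = DMSO wells and 100% = ciprofloxacin 0.95 µg/ml wells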
# AddAB inh: less growth of phage-infected E. coli with AddAB | E. coli expressing H. pylori AddAB, absorbance growth | AID 435030 | 330,000 compounds, 0.29% hits | inhibition, % at 11.9 µM; in the data active = inhibition above about 12%;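 also: 0% = vehicle wells of infected cells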
# Wnt bcat act: activators of Wnt/beta-catenin signaling; Wnt/beta-catenin reporter cell assay, activator, plate reader; activation, % at 9.35 µM; 300,000 compounds, 1.2% hits; in the data active = activation above about 30%, passing the limit was not always enough;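 also: 0% = neutral control wells and 100% = positive control wells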
# CAL PDZ inh: inhibitors of human CAL PDZ peptide binding. Q9HD26. purified CAL PDZ, TMR-peptide fluorescence polarization, 1 h. inhibition, % at 20 µM. 330,000 compounds, 0.02% hits. AID 504414;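 active = highest replicate inhibition of at least 40%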;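 also: plate controls were DMSO neutral control wells for no effect and unlabeled competitor peptide control wells for full effect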
#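 Read-out basis: mP drop reported as inhibition | Assay system: Tagged CAL PDZ protein CerCALP, purified | Benchmarks: Unlabelled peptide for full inhibition, DMSO wells as neutral | Schedule: 1 h incubation at room temperature before polarization reading | Buffer or medium: Sodium phosphate/NaCl buffer pH 7.4 with TCEP, IgG, Thesit | Doses: Single point, 20 µM | Measured by: Fluorescence polarization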
# The depositor's hits bear a star; / = not tested or not shown.
SMILES,phage Ecoli inh,DAGLB inh,Tat export inh,Rtt109 HAT inh,PvdQ acylase,PfHsp90 set2,Ecoli viability,AddAB inh,Wnt bcat act,CAL PDZ inh
Cc1cc(NC(=O)c2cc(C)on2)n(-c2ccccc2)n1,-0.6,-2,7,-9,25,-1,-1.9,5.2,/,-0.5
COc1ccc(C/C(C)=N/NC(=O)c2ccc(C)cc2C)cc1,2.1,4,-2,/,0,-6,-1.8,0.1,-1,-3.1
COc1ccccc1/C=C/C(=O)NC(=S)Nc1ccc(S(=O)(=O)N(C)c2ccccc2)cc1,2.0,2,5,1,-5,-3,-1.5,2.5,/,0.1
CCOc1ccccc1C(=O)NC(C(=O)OCC(=O)Nc1nnc(-c2ccccc2)o1)C(C)C (stereo not given),/,8,0,16,10,-7,-3.3,-3.3,/,-0.8
Cc1cc(Cl)ccc1NC(=S)NCC(O)c1ccccc1 (stereo not given),-0.4,0,5,/,3,3,-2.8,1.2,0,-0.1
O=C(Nc1cnn(Cc2ccc(F)cc2)c1)c1cnn2c(C(F)F)cc(-c3ccccc3)nc12,2.3,0,11,-3,7,0,-1.6,-1.6,-2,-3.4
COCCNC(=O)CSc1nc2cc(OC)c(OC)cc2c(=O)n1CCc1ccc(S(N)(=O)=O)cc1,6.1,-3,10,0,-8,-47,1.1,-0.9,0,0.7
CCN(CC)c1ccc(/C=C(\C#N)C(=O)NCc2ccco2)cc1,2.5,/,/,/,/,/,-1.8,1.6,5,/
C=CC[C@@H](CC(=O)N[C@H](CO)Cc1ccccc1)C(=O)N[C@H](COC(=O)[C@H](CC=C)CC(=O)OC(C)(C)C)Cc1c[nH]c2ccccc12,0.3,0,4,5,2,5,/,/,-5,-0.8
COc1ccccc1CNC(=O)Cn1cc2c(n1)CCCC2,1.2,0,-2,-9,-14,17,-0.9,-1.8,-1,-1.3
Cc1ccc(C)c(OCc2cc(C(=O)N3CC[C@@H]4CCCC[C@H]4C3)no2)c1,1.5,-12,7,-4,-8,-16,-0.2,1.3,17,-0.8
Oc1ccc(Nc2nc3ccccc3nc2Nc2ccc(O)cc2)cc1,/,1,8,29,-8,-9,1.2,-1.6,/,-1.4
COc1ccc(CC(=O)N/N=C/c2ccc(-c3cccc(C(=O)O)c3)o2)cc1OC,0.7,0,-4,-2,-3,2,0.4,2.3,14,-4.9
Cc1occc1C(=O)N/N=C/C=C/c1ccccc1[N+](=O)[O-],0.4,0,-6,5,-15,-43,-0.6,0.6,3,-1.5
O=c1c2ccccc2oc2cc(NCCCn3ccnc3)ccc12,4.5,-1,0,-390,3,4,0.3,3.4,11,-2.4
COc1ccc(C2CC(c3cccs3)=NN2C(=O)c2ccccc2)cc1OC (stereo not given),0.9,-1,0,8,-13,-15,-0.5,2.0,3,-1.0
CC(=O)c1cccc(NC(=O)Cn2cnc(S(=O)(=O)N3CCOCC3)c2)c1,/,0,-8,-5,-8,17,0.8,-0.8,/,-1.6
COc1ccc(COc2ccsc2C(=O)Nc2ccc(Cl)c(Cl)c2)cc1,0.2,-3,7,-2,-18,-10,0.4,1.0,/,/
CCOC(=O)C1CCCN(S(=O)(=O)c2ccc3c(c2)CC(C)N3C(=O)C2CC2)C1 (stereo not given),2.4,-3,3,3,-1,6,1.3,2.7,-2,-1.6
Cc1ccc(NC(=O)c2ccc(-n3cncn3)c([N+](=O)[O-])c2)cc1,2.2,2,-3,1,-14,/,1.1,4.2,-7,-3.2
O=C(NCc1ccncc1)c1cccc(Cn2cc(Br)cn2)c1,3.3,-1,2,10,-14,14,-0.6,3.8,/,0.8
O=C(Nc1ccc(N2CCN(C(=O)c3ccco3)CC2)cc1)c1ccccc1F,3.2,4,-4,-7,-7,-2,0.7,1.7,/,-1.0
CCOc1ccc(S(=O)(=O)N2CCCC(C(=O)Nc3cccc(C)c3)C2)cc1 (stereo not given),-0.6,0,2,-11,-6,-22,0.8,0.1,1,-3.3
CCOC(=O)N1CCC(NC(=O)c2ccc(N3CCC4(CC3)OCCO4)c([N+](=O)[O-])c2)CC1,2.2,2,-5,-2,2,5,1.3,3.5,-1,-2.4
COc1ccccc1NC(=O)NCCc1ccccc1,0.9,-1,2,-13,-13,21,/,/,2,-2.1
SMILES,phage Ecoli inh,DAGLB inh,Tat export inh,Rtt109 HAT inh,PvdQ acylase,PfHsp90 set2,Ecoli viability,AddAB inh,Wnt bcat act,CAL PDZ inh
O=C1/C(=C\c2cccnc2)Sc2ccccc21,5.6,5,-5,3,4,-15,-1.0,2.0,-2,1.0
O=C1CC(C(=O)O)S/C(=N\NC(=O)c2ccc(F)cc2)N1 (stereo not given),1.2,-3,4,-1,-7,-6,0.1,3.1,0,-2.3
O=C(Cn1c2ccccc2c(=O)c2ccccc21)Nc1cccc(F)c1,3.2,0,3,-8,-11,/,-2.5,0.4,-8,-2.4
CNc1nc(N)c(C(=O)C23CC4CC(CC(C4)C2)C3)s1,4.0,/,13,-3,-3,-7,-1.1,1.2,-9,-0.8
CCC(C)c1ccc(O)c(NC(=O)c2ncn[nH]2)c1 (stereo not given),-0.9,5,2,-2,-19,9,0.2,2.5,/,-1.8
CCOC(=O)N1CCN(C(=O)c2ccc(Cl)c(S(=O)(=O)N3CCOCC3)c2)CC1,2.9,-1,-3,-1,-6,6,-0.9,3.0,/,0.5
O=C(COc1cccc(NC(=O)c2cccc([N+](=O)[O-])c2)c1)c1ccc(F)cc1,3.3,-1,-4,-2,-14,18,1.5,4.9,/,-1.5
O=C(NC1CCCCC1)N1CCCC1,3.4,2,-3,17,-4,7,1.6,-0.1,/,-0.5
O=C(CSc1nc2[nH]ncc2c(=O)n1-c1ccccc1)NCc1cccs1,1.2,0,-3,-38,-10,7,1.0,-0.5,-2,-2.4
COCc1cc(C)n(CC(=O)Nc2ccc(N3CCOCC3)c(Cl)c2)c(=O)c1C#N,-1.9,0,-11,7,-2,-6,-1.6,4.7,0,-2.2
c1cncc(-c2nc(-c3ccc4c(c3)OCO4)cs2)c1,5.7,-10,-4,-1,9,-5,-0.2,-3.4,32*,/
O=C(CSc1nc2nn(-c3ccccc3)c(=O)c-2c2n1CCCCC2)c1ccc(O)c(O)c1,/,12,4,5,-1,-23,2.6,6.5,/,0.9
COC(=O)c1ccc(NC(=O)C2CC(=O)N(c3cc(C)ccc3C)C2)cc1 (stereo not given),-0.3,-3,4,1,-18,-10,-0.7,2.6,/,-2.0
COc1ccc(NC(=O)COc2ccc(N(C)S(=O)(=O)c3ccc(Cl)cc3)cc2)cc1OC,2.2,-4,5,-1,3,/,0.5,1.1,-14,-0.5
COc1ccc(CN(C)C(=O)c2cccc(NS(=O)(=O)c3ccccc3)c2)c(OC)c1,0.6,0,7,11,-3,0,-1.3,0.3,8,-2.9
Cc1oc2cc(OC(C)C(=O)O)ccc2c(=O)c1Oc1ccccc1 (stereo not given),0.6,1,-3,6,6,-6,-2.4,0.7,/,-1.4
CC(CNC(=O)C(=O)NC(C)CCc1ccccc1)Cc1ccccc1 (stereo not given),0.1,-3,-3,-4,-3,-11,2.6,0.6,-2,-1.4
Cc1cc(OCC(=O)N(C)c2ccccc2)cc2c1C(=O)CC(C)(C)O2,0.9,2,-2,6,-3,8,-2.6,-2.6,0,-1.4
Cn1c(SCc2ccccc2)nnc1-c1cccs1,2.4,-2,-9,-2,-12,-19,-1.5,-1.7,/,-1.4
NC(=O)CSc1cn(Cc2cccc(F)c2)c2ccccc12,3.5,-4,2,-1,0,-3,-0.1,1.4,0,-0.8
COc1ccc(C)cc1N(CC(=O)NC1CCCC1)C(=O)Cn1nnc(-c2ccc(C)o2)n1,1.1,-3,8,6,-19,5,/,/,0,0.3
CC(=O)Nc1ccc(SCC(=O)c2cc(C)ccc2C)cc1,1.7,-1,0,35,-5,-9,1.6,1.1,-1,-3.1
CCCNC(=O)CCNC(=O)[C@H](O)C(C)(C)CO,2.2,-1,-6,0,-6,2,0.9,0.4,-2,0.9
C[C@H](CO)N1C[C@H](C)[C@@H](CN(C)C(=O)Nc2ccccc2)Oc2ccc(NC(=O)CCC(F)(F)F)cc2C1=O,3.0,0,-1,7,-12,8,-1.0,1.8,7,-0.8
COc1ccc(S(=O)(=O)NCC(=O)Nc2ccc3c(c2)OCCO3)cc1OC,1.2,-1,2,14,9,-3,-0.6,2.0,-2,-1.0

# Continued, overlapping the part above by 4 compounds.
SMILES,phage Ecoli inh,DAGLB inh,Tat export inh,Rtt109 HAT inh,PvdQ acylase,PfHsp90 set2,Ecoli viability,AddAB inh,Wnt bcat act,CAL PDZ inh
CC(=O)Nc1ccc(SCC(=O)c2cc(C)ccc2C)cc1,1.7,-1,0,35,-5,-9,1.6,1.1,-1,-3.1
CCCNC(=O)CCNC(=O)[C@H](O)C(C)(C)CO,2.2,-1,-6,0,-6,2,0.9,0.4,-2,0.9
C[C@H](CO)N1C[C@H](C)[C@@H](CN(C)C(=O)Nc2ccccc2)Oc2ccc(NC(=O)CCC(F)(F)F)cc2C1=O,3.0,0,-1,7,-12,8,-1.0,1.8,7,-0.8
COc1ccc(S(=O)(=O)NCC(=O)Nc2ccc3c(c2)OCCO3)cc1OC,1.2,-1,2,14,9,-3,-0.6,2.0,-2,-1.0
O=C(CCNS(=O)(=O)c1ccc(OC(F)(F)F)cc1)NCCc1c[nH]c2ccccc12,1.8,-1,-3,4,-4,2,-1.4,0.8,7,0.9
O=C(O)Cc1ccc(O)cc1,2.6,-2,0,-5,-5,-4,0.4,-0.7,0,-0.2
O=C(NCCCN=C1NS(=O)(=O)c2ccccc21)c1ccc(F)cc1,1.8,2,-3,-9,-12,8,4.4,5.6,24,0.9
COc1cc(OC)cc(-c2nc3ccccc3c(=O)n2OC(=O)c2ccc(C)c(C)c2)c1,-0.1,2,-5,16,11,10,0.3,0.7,-1,-3.1
O=C(Nc1ccc2c(c1)OCO2)N1CCN(C/C=C/c2ccccc2)CC1,4.5,0,-2,0,8,4,0.4,0.4,1,0.3
CCCN1CCC(=O)N([C@H](COc2ccccc2)Cc2ccccc2)CC1,1.8,2,21,0,-3,-4,-2.4,2.1,-2,0.1
Cc1cc(Cl)ccc1NC(=O)c1ccc2c(c1)OCO2,0.9,-2,4,6,2,1,-0.5,-0.2,11,0.0
COc1cccc(N(C(=O)c2nc3nccc(C)n3n2)c2nc3ccccc3s2)c1,2.2,-1,-8,9,5,-17,-1.6,2.5,17,-2.3
COc1cc(CNCc2ccccn2)ccc1OCC(N)=O,1.8,-3,-4,3,15,-7,-0.1,-0.4,1,0.1
CC(C)CN(C(=O)COC(=O)C1c2ccccc2Oc2ccccc21)C1CCS(=O)(=O)C1 (stereo not given),2.6,-2,6,13,-18,21,1.0,0.7,/,-0.4
O=C(Nc1ccnn1C1CCN(Cc2ccn[nH]2)CC1)c1ccccc1,2.0,-2,10,1,-22,-4,-2.0,-1.3,-2,2.2
CC(=O)C12OC(C)(C)OC1CC1C3CCC4=CC(=O)C=CC4(C)C3(F)C(O)CC12C (stereo not given),3.0,1,-2,-13,11,-11,/,/,-3,-0.1
O=C(NNC1=NCCC1)c1cccc(S(=O)(=O)N2CCCCC2)c1,6.0,2,-4,29,0,-2,-0.3,3.2,13,-4.0
COC(=O)c1ccc(-c2noc(CN3CCCCC3c3nccn3C)n2)cc1 (stereo not given),3.5,-3,23,-8,4,1,-3.3,1.9,-3,-0.5
CC1=CC(C)(C)Nc2ccc(C)cc21,-3.1,-1,-4,-7,-15,1,-4.4,0.5,/,-2.1

# An unsorted share of the library (roughly 1.9% active in at least one column).
